AmpC det inh: AmpC beta-lactamase inhibition, detergent assay. AID 584. P00811. Potency, µM (highest dose often 28.7 µM), for the others: top-dose activity change, negative = inhibition. 71,000 compounds, 0.09% hits. purified AmpC, nitrocefin hydrolysis with detergent; active means well fitted curve in the direction sought with a large enough effect
Target sequence (P00811 whole entry, looked up): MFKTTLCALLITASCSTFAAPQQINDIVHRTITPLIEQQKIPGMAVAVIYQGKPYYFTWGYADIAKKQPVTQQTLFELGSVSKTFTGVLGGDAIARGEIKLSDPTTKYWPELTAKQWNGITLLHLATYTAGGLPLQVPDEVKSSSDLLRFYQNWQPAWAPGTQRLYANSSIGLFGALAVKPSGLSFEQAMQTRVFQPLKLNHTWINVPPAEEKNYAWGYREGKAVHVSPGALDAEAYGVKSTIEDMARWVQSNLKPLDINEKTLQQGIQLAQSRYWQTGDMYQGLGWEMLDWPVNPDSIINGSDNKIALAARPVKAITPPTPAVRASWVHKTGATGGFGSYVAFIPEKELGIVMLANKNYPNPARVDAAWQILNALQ
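E. coli AmpC (5.3 nM) in 20 mM phosphate pH 7.0 with 0.01% Triton X-100, preincubated 15 min RT with compound; nitrocefin (2 uL of 800 uM stock) hydrolysis followed by 480 nm absorbance every 20 s over 4 min.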
An asterisk follows results filed as active; [ ] = remark or other dose. On the % scale 0 is the no-effect control and ±100 the full control effect; potency means the concentration at half of the fitted maximal effect.

compound | AmpC det inh
CCC1Oc2ccc(C)cc2N(CC(=O)NCc2ccccc2OC)C1=O (configuration not stated) | -4%
Cc1cc(C)cc(N(CC(=O)Nc2c(C)n(C)n(-c3ccccc3)c2=O)S(C)(=O)=O)c1 | 1%
Cc1cc(C)c(NC(=O)Cn2cc3c(n2)CCCC3)c(C)c1 | 5%
Cc1cc(C(F)(F)F)nc(SCC(=O)NC2CC3CCC2C3)n1 (configuration not stated) | -4%
COc1cccc(-c2nc(C(N)=O)c3[nH]c(=O)n(-c4cccc(Cl)c4)c3n2)c1OC | 7%
CCCCNC(=O)CC1Nc2ccccc2NC1=O (configuration not stated) | 13%
CCCOc1ccc(S(=O)(=O)NCCN2CCOCC2)c2ccccc12 | -3%
Cc1ccc(C)c(/C(O)=C2\C(=O)C(=O)N(CCCn3ccnc3)C2c2ccncc2)c1 (configuration not stated) | 2%
O=C(Nc1ccccc1Cl)c1c(F)c(F)c(F)c(F)c1F | 0%
N#Cc1c(NC(NC(=O)c2ccco2)C(=O)c2ccccc2)sc2c1CCCC2 (configuration not stated) | 5%
CCc1ccccc1NC(=O)Cn1nnc(-c2cccs2)n1 | 9%
COc1ccc(N2CCN(C(=O)CCNS(=O)(=O)c3ccc4c(c3)CCC(=O)N4)CC2)cc1 | 1%
C=CCn1c(SCC(=O)Nc2ccc(C)cc2C)nnc1-c1cccnc1 | -3%
O=c1c(CCc2ccccc2)nc2cnc(N3CCNCC3)nc2n1-c1ccccc1 | 2%
CCn1c(C(=O)N2CCCC(C(=O)NCCc3ccc(C)cc3)C2)cc2sccc21 (configuration not stated) | -2%
COCC(=O)NC1CCN(S(=O)(=O)c2ccc(C(=O)O)cc2)CC1 | -2%
COc1ccc(C(C)N2CC34C=CC(O3)C(C(=O)O)C4C2=O)cc1 (configuration not stated) | 1%
CC(=O)OCC(=O)[C@@H]1CC[C@H]2[C@H]3CC[C@H]4C[C@@H](O)CC[C@]4(C)[C@@H]3C(=O)C[C@@]12C | -1%[12.8 µM]
COc1ccc(CCNc2nc(-c3sc(N)nc3C)cs2)cc1OC | -2%
O=C(CN(CCc1ccccc1)C(=O)CNS(=O)(=O)c1ccc(F)cc1)NCc1ccco1 | -4%

The list continues:
compound | AmpC det inh
N#CCCN1CCN(C(=S)c2ccc(-c3cc(Cl)ccc3Cl)o2)CC1 | -6%
CCN(CC)C(=O)Sc1cccc2cccnc12 | 5%
O=C(NCC1CCCO1)c1ccc(NC(=O)C2CCCCC2C(=O)O)cc1 (configuration not stated) | 0%
CC1CCN(CC(O)COC2CCC(C(C)(C)C)CC2)CC1 (configuration not stated) | 2%
CN(C)c1ccc(C(=C2C=CC(=[N+](C)C)C=C2)c2ccc(N(C)C)cc2)cc1 | 1%
Cc1cccc(C)c1NC(=O)CSc1nnc([C@@H]2CCCN2C(=O)OC(C)(C)C)o1 | 2%
CC1(C)CC(=NO)CC(C)(C)N1 | -4%
FC(F)(F)c1ccccc1-c1cncnc1Nc1ccccc1 | 5%
CCCCOC(=O)C1=C(C)NC2=C(C(=O)CCC2)C1c1cc(OC)ccc1OC (configuration not stated) | 15%
O=C(Cn1cnc2c(cnn2-c2ccccc2)c1=O)N1CCN(c2ccc(F)cc2)CC1 | 9%
CCc1nnc(NC(=O)COC(=O)CN2C(=O)c3ccccc3C2=O)s1 | -3%
CC1CCc2nn(CC(=O)NCCCN3CCCCC3)cc2C1 (configuration not stated) | 6%
CS(=O)(=O)N(CCc1ccccc1)CC(=O)NCc1ccco1 | 0%
CCCN1CC=C2C(C#N)=C(N)C(C#N)(C#N)C(c3cccc(OC)c3OC)C2C1 (configuration not stated) | -1%
CC(C)COC(=O)N1CC(O)CC1C(=O)O (configuration not stated) | 10%
N=c1c(S(=O)(=O)c2ccccc2)cc2c(=O)n3ccccc3nc2n1CCN1CCOCC1 | -4%
CC(=O)N1C2(C=CC1(C)C(=O)NCCN1CCOCC1)CCCCC2 (configuration not stated) | 18%
O=C(CCn1c(=O)sc2ccccc21)NC1=NCCS1 | -2%
O=C(Nc1ccc2c(c1)OCO2)[C@@H]1[C@@H]2C(=O)N(C3CCCCC3)C(=O)[C@@H]2C2c3ccccc3C=CN21 (some centres not stated) | -2%
CCN(Cc1ccccc1)C(=O)CCc1nc(-c2ccc(C)cc2)no1 | -3%

Later entries.
compound | AmpC det inh
CCCCCC1=C2CNC(Cc3ccccc3)(C(=O)OC)C=C2C(C)C1=O (configuration not stated) | -4%
C=C1C(C(=O)N2CCN(C)CC2)C1C(=O)N1CCN(C)CC1 (configuration not stated) | 18%
COc1ccc(CCn2c(O)c(C=NCCCN(C)C)c(=O)[nH]c2=O)cc1OC | 20%
O=S(=O)(NC1CCCC1)c1ccc(S(=O)(=O)NC2CCCC2)cc1 | -2%
CC(=O)NCCCc1c[nH]c2ccc(Cl)cc12 | 1%
Cc1ccc(C(=O)Nc2ccc(Cl)cn2)cc1S(=O)(=O)N1CCOCC1 | 13%
CCOC(=O)Cc1csc(SCc2nc3ccccc3c(=O)[nH]2)n1 | 2%
CCOc1cc(C#N)c(NC(=O)c2cccnc2)cc1OCC | -2%
CCCCCC[N+](=O)[O-] | 10%
Cc1ccc(C)o1 | 10%
O=C(NC1(C(=O)NC2CCCC2)CCCCC1)c1ccc2c(c1)OCO2 | -3%
CCOC(=O)C(C)Oc1cccc2c(=O)n(CC(=O)N3CCc4ccccc43)ccc12 (configuration not stated) | 8%
O=C(c1ccco1)N1CCC2(CCCN(c3ccccn3)C2)CC1 | -1%
COc1cc(C(=O)Nc2cccc(-c3nc4ncccc4o3)c2C)cc(OC)c1OC | -2%
CCOC(=O)c1cc(-c2nnc(-c3ccc(Cl)cc3)o2)c(C)nc1C | 13%
CCOC(=O)c1cc2c(n(-c3ccc(C)cc3)c1=O)CCCC2=O | -1%
Cc1cc(C(=O)CN2C(=O)c3ccccc3C2=O)c(C)n1Cc1cccs1 | -1%
CC(C)C(NC(=O)OCc1ccccc1)C(=O)OCC(=O)N1CCCCC1 (configuration not stated) | -10%
Cc1cc(C)cc(N(CCC#N)C(=O)CSc2nc3nc(C)cc(C)n3n2)c1 | 2%
Cc1ccc(N=C2SCCCN2C(=O)c2ccco2)cc1Cl | -6%

Next section; it opens with the 2 that closed the last part.
compound | AmpC det inh
Cc1cc(C)cc(N(CCC#N)C(=O)CSc2nc3nc(C)cc(C)n3n2)c1 | 2%
Cc1ccc(N=C2SCCCN2C(=O)c2ccco2)cc1Cl | -6%
Cc1cccc(NC(=O)CSc2nnc(-c3ccccc3)n2N)c1C | 0%
O=C(NCc1ccco1)c1cccnc1-c1nc2ccccc2s1 | -4%
FC(F)Oc1ccccc1C1CC(c2ccc(Br)s2)Nc2ncnn21 (configuration not stated) | -7%
CC1CCN(C(=O)Cn2nc(C(F)(F)F)c3c2CCCC3)CC1 | -2%
CCCS(=O)(=O)Nc1cc(C(F)(F)F)ccc1OCCOC | -1%
COc1ccc(C)c2sc(N3CCCC3)nc12 | -1%
CCSc1nnc(NC(=O)CCc2ccccc2)s1 | 6%
Cc1ccc(C)n1-n1cnc2scc(-c3cccs3)c2c1=O | 10%
CC1CN(c2ccc(Oc3ccccc3)cc2)c2nc3c(c(=O)[nH]c(=O)n3C)n2C1 (configuration not stated) | 15%
COc1ccccc1CN1CC[C@@]2(CCCN(C(=O)c3cc(C(F)(F)F)cc(C(F)(F)F)c3)C2)C1 | -2%
OC1CN=C2C=CC=CN2C1 (configuration not stated) | -3%
CC1=C(C(=O)NC2CCCCC2C)C2(CCC(C)CC2)OC1=O (configuration not stated) | 2%
COc1ccc(NC(=O)N2CC3(CCN(C(=O)c4cnccn4)CC3)C2)cc1 | 0%
COC(=O)c1ccc(C(/C=C/[C@@H](C)C(=O)NCCc2c[nH]c3ccccc23)NC(=O)OCc2ccccc2)cc1 (some centres not stated) | 19%
COC(=O)c1ccc(C(NC(=O)OCc2ccccc2)/C(F)=C/[C@@H](C)C(=O)NCCN2CCOCC2)cc1 (some centres not stated) | 1%
COC(=O)CNC(=O)c1c(-c2c(Cl)cccc2Cl)noc1C | 3%
NC(=O)c1oc2ccccc2c1NC(=O)C1CCCCC1 | 8%
N#C[C@H](C(=O)O)C(c1c(Cl)cccc1Cl)[C@H](C#N)C(=O)O | -2%[5.75 µM]
COC(=O)CCSCc1cn2cc(Cl)ccc2n1 | -1%
O=C(C1COc2ccccc2O1)N1CCN(c2ccccc2)CC1 (configuration not stated) | -1%

Among those listed so far, these have a tert-butyl group:
compound | AmpC det inh
CC1CCN(CC(O)COC2CCC(C(C)(C)C)CC2)CC1 (configuration not stated) | 2%
Cc1cccc(C)c1NC(=O)CSc1nnc([C@@H]2CCCN2C(=O)OC(C)(C)C)o1 | 2%

Other results.
compound | AmpC det inh
COc1ccc(C(=O)Nc2cccc(-c3nc4ncccc4o3)c2C)cc1OC | -1%
O=C1C2CCN(CC2)C1Cc1ccc(OCCOc2ccccc2)cc1 (configuration not stated) | 13%
COc1cccc(CNC(=O)Nc2cccs2)c1 | -1%
Cc1cccc(C(=O)NCCN2CCN(c3ccccc3)CC2)c1 | 12%
O=C(CSc1nc2ccccc2o1)NCc1ccco1 | 5%
Cc1ccc(Cn2nnc3c(=O)n(Cc4cc(C)ccc4C)cnc32)cc1 | 10%
O=C(O)CCc1nc2cccnc2n1Cc1ccccc1 | -5%
CC1CCN(C(=O)CSc2nnc(Cc3ccccc3)o2)CC1 | 2%
CC(=O)c1c(C)[nH]c(C(=O)Nc2cccnc2)c1C | 0%
Cc1nn(C)c(C)c1S(=O)(=O)N1CCC(C(=O)NCC2COc3ccccc3O2)CC1 (configuration not stated) | 4%
COCCn1nnnc1C(c1ccc(OC)cc1)N1CCN(c2ccccc2F)CC1 (configuration not stated) | 7%
CCc1c(C)c2ccc(OCC(=O)N(C)C)c(C)c2oc1=O | -1%
CC1CN=C(NC2CCCCC2C)S1 (configuration not stated) | -3%
CCOC(=O)c1[nH]c2cc(OC)c(OC)cc2c1NC(=O)CN(C)C1CCCCC1 | -5%
CC(C)CC(c1nnnn1CC1CCCO1)N1CCN(c2nc3ccccc3s2)CC1 (configuration not stated) | 8%
O=C(NCCc1ccccn1)c1ccc(COc2ccccc2)o1 | -3%
CC1CN(C(=O)C2CCCCC2)C(C)CN1C(=O)C1CCCCC1 (configuration not stated) | -2%
CC[C@@H]1O[C@]2(C=C[C@@H]1C)C[C@H]1C[C@H](CC=C(C)[C@@H](O[C@@H]3C[C@H](OC)[C@H](O[C@@H]4C[C@H](OC)[C@H](O)[C@H](C)O4)[C@H](C)O3)[C@@H](C)C=CC=C3CO[C@@H]4[C@@H](O)C(C)=C[C@@H](C(=O)O1)[C@]34O)O2 | -2%[12.8 µM]
O=C(CSc1n[nH]c(-c2ccncc2)n1)NC1CCS(=O)(=O)C1 (configuration not stated) | 2%
COc1ccc(-c2cc(C(F)(F)F)nc(N3CCCCC3)n2)cc1OC | 17%

Among those listed so far, these have two or more sulfur atoms:
compound | AmpC det inh
COc1ccc(CCNc2nc(-c3sc(N)nc3C)cs2)cc1OC | -2%
O=C(CCn1c(=O)sc2ccccc21)NC1=NCCS1 | -2%
O=S(=O)(NC1CCCC1)c1ccc(S(=O)(=O)NC2CCCC2)cc1 | -2%
CCOC(=O)Cc1csc(SCc2nc3ccccc3c(=O)[nH]2)n1 | 2%
CCSc1nnc(NC(=O)CCc2ccccc2)s1 | 6%
Cc1ccc(C)n1-n1cnc2scc(-c3cccs3)c2c1=O | 10%
O=C(CSc1n[nH]c(-c2ccncc2)n1)NC1CCS(=O)(=O)C1 (configuration not stated) | 2%

Following part.
compound | AmpC det inh
CCOC(=O)CSc1nnc(-c2ccc(NS(=O)(=O)c3ccc(C)cc3)cc2)o1 | -5%
O=c1cc(N2CCN(Cc3ccccc3)CC2)[nH]c(=O)n1Cc1ccc(F)cc1 | 11%
CCCCOCCCNC(=O)CN1C(=O)c2ccccc2C1=O | -2%
CC(=O)Nc1ccc(NC(=O)C2CCCN(c3nnc(-n4cccc4)s3)C2)cc1 (configuration not stated) | 13%
COc1ccc(NC(=O)N2CCCC3(CCN(S(C)(=O)=O)CC3)C2)cc1 | -2%
COc1ccc(N2C(=O)CSC2c2ccncc2)cc1 (configuration not stated) | -3%
OC[C@@H]1O[C@@H](O)[C@H](N=Cc2ccc3c(c2)OCO3)[C@@H](O)[C@@H]1O | -4%[5.75 µM]
COc1ccc(CCNC(=O)c2nc3ncccn3n2)cc1OC | -3%
Cc1cc(-n2nnc3ccccc32)nc2ccccc12 | -4%
CS(=O)(=O)N(CC(=O)Nc1ccc2c(c1)OCCO2)Cc1ccc(Cl)cc1 | -7%
Clc1ccccc1OCCCCn1ccnc1 | 0%
COc1ccc(-n2c(SCCC#N)nnc2-c2cc(Cl)ccc2OC)cc1Cl | -1%
NCCc1c[nH]c2ccc(O)cc12 | 1%[12.8 µM]
CCOc1cc(/C=N/O)cc(Br)c1OC | -3%
C=CCn1c(=O)c2c(C)c(C)sc2n2c(Nc3ccc(OC)cc3)nnc12 | -3%
CCc1ccc2oc(-c3ccc(N)cc3)nc2c1 | -7%
CC(=O)NC1Sc2ccccc2N=C1c1ccccc1 (configuration not stated) | 3%
Fc1ccc(OCc2nn3c(Cn4nnc5ccccc54)nnc3s2)cc1 | -5%
CCOc1cccc(C(=O)Nc2nc(-c3ccc(S(=O)(=O)N4CCOCC4)cc3)cs2)c1 | 1%
O=C(NCC(=O)N(Cc1ccco1)C(C(=O)NC1CCCC1)c1cccnc1)c1cccs1 (configuration not stated) | -1%

These rows are one share of the data; the hit share may differ from the screen's.
